# Source: PubChem
# TCR act: Activators of T cell receptors: qHTS campaign; primary human leukocytes, anti-CD3, IL-2 HTRF, 48 h; Potency, µM (series often up to 9.22 µM), inactives show at the top dose activation of IL-2 secretion, actives largely listed as activators; 330,000 tested, under 10 active; AID 504894, 2011; note: % of control where 0% means no effect
#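 Human primary leukocytes + a-CD3 beads + cpd, 48 hr; IL-2 in supernatant by HTRF (ex 320nm / em 665nm). No co-stimulatory signal supplied.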
# TSHR antag: Antagonists of the Thyroid Stimulating Hormone Receptor: HTS campaign. Thyrotropin receptor (Homo sapiens), P16473. TSHR-expressing cells, TSH-stimulated cAMP HTRF, 2 h; stronger effect = lower value. activity change, negative = inhibition, % at 11.5 µM. hit rate 0.2% among 330,000;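 active = activity change below a set negative limit, meaning inhibition stronger than a set level, cut at about -70% in these data; inconclusive = activity change between two set negative limits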; note: % is set by controls: 0 for no effect and ±100 for the full control effect
#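 Read-out is FRET at 665 nm (cryptate excitation 337 nm) from a cryptate-tagged anti-cAMP antibody, competed by cell cAMP against cAMP-d2. Compounds are tested on freshly harvested TSHR cells challenged with 4nM TSH (EC80) for 2 hours at 37 deg C.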
# MLL CXXC-DNA inh: qHTS Fluorescence Polarization Assay for Inhibitors of MLL CXXC domain - DNA interaction. MLL-CXXC / FITC-HOXA9 DNA fluorescence polarization. AID 2662, 2010. hit rate 0.037% among 290,000. Potency, µM (titrated, usually from 115 µM), without a hit: at the highest dose activity change, negative = inhibition, usual class: inhibitors. Histone-lysine N-methyltransferase 2A (Homo sapiens), Q03164; active = well fitted inhibition curve with a large enough effect in the polarisation, with a control signal flat, not every such curve was filed as active; inconclusive = small, poorly fitted or top-dose-only effect, or effect the other way, or a change in a side signal; inactive = no such curve, though single readings can be large or run the other way; the % refers to the polarisation; note: potency is the fitted concentration of half-maximal effect
#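 Purified MLL-CXXC (added from a 7 uM solution) was preincubated 5 min at ambient with pinned compounds in 50 mM Tris-HCl pH 7.5, 50 mM NaCl, 1 mM DTT, 0.05% BSA. Fluorescein-labeled HOX-A9 DNA (50 nM solution) followed, 30 min, then polarization read.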
# MBNL1-CUG inh: qHTS Assay for Inhibitors of MBNL1-poly(CUG) RNA binding; Potency, µM (top dose mostly 57.5 µM), for the others: at the top dose activity change, negative = inhibition, hits mostly inhibitors; hit rate 0.036% among 280,000; TR-FRET MBNL1-His/biotin-(CUG)12 binding, 665/545 ratio; Muscleblind-like protein 1 (Homo sapiens), Q9NR56; active = well fitted inhibition curve with a large enough effect in the signal ratio, with a control signal flat, not every such curve was filed as active; inconclusive = small, poorly fitted or top-dose-only effect, or effect the other way, or a change in a side signal; inactive = no such curve, though single readings can be large or run the other way; the % refers to the signal ratio; note: potency is the fitted concentration of half-maximal effect; % is set by controls: 0 for no effect and ±100 for the full control effect
#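 Compounds (final 92 nM to 58 uM) are added to His-tagged MBNL1 and biotin-(CUG)12, then terbium anti-His antibody and streptavidin-XL665 (5 nM final). After 60 min at room temperature, the 665/545 nm ratio is read.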
# Menin-MLL TR inh: qHTS Assay for Inhibitors Targeting the Menin-MLL Interaction in MLL Related Leukemias: Competition With Texas Red Labeled MLL-derived Mutant Peptide | O00255 | Menin + Texas Red MLL mutant peptide, fluorescence polarization | Potency, µM (top dose mostly 61.6 µM), for inactives: top-dose FP activity change, negative = inhibition, hits mostly inhibitors | hit rate 0.23% among 270,000; active = well fitted inhibition curve with a large enough effect in the polarisation, with a control signal flat, not every such curve was filed as active; inconclusive = small, poorly fitted or top-dose-only effect, or effect the other way, or a change in a side signal; inactive = no such curve, though single readings can be large or run the other way; the % refers to the polarisation; note: potency is the fitted concentration of half-maximal effect; % of control where 0% means no effect; many of its hits are not listed in these tables
# Target sequence (O00255 whole entry, looked up): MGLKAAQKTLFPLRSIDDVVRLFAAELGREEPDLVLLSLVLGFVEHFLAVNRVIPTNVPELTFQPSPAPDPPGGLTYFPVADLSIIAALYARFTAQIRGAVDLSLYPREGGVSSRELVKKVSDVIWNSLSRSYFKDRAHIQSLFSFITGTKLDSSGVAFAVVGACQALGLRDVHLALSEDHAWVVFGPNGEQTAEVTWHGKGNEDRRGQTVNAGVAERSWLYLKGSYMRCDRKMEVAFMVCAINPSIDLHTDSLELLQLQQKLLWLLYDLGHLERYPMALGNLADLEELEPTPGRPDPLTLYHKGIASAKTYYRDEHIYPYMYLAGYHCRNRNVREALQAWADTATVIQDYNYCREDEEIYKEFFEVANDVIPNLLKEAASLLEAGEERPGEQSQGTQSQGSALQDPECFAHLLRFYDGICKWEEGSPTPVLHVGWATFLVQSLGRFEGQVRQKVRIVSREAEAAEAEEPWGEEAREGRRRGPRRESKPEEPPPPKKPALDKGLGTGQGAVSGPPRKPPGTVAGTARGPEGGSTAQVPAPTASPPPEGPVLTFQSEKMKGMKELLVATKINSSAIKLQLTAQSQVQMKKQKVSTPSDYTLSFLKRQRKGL
# PTAP TSG101 blk: qHTS Assay for Iinhibitors of HIV-1 Budding by Blocking the Interaction of PTAP/TSG101; Tumor susceptibility gene 101 protein (Homo sapiens), Q99816; Fluorescence polarization, FITC-PTAP peptide / Tsg101 binding; Potency, µM (series often up to 115 µM), without a hit: at the top dose activity change, negative = inhibition, most hits filed as inhibitors; 340,000 tested, under 10 active; AID 493005, 2010; active = well fitted inhibition curve with a large enough effect in the main read-out, with a control signal flat, not every such curve was filed as active; inconclusive = small, poorly fitted or top-dose-only effect, or effect the other way, or a change in a side signal; inactive = no such curve, though single readings can be large or run the other way; note: potency is the fitted concentration of half-maximal effect; % of control where 0% means no effect
# Target sequence (Q99816 whole entry, looked up): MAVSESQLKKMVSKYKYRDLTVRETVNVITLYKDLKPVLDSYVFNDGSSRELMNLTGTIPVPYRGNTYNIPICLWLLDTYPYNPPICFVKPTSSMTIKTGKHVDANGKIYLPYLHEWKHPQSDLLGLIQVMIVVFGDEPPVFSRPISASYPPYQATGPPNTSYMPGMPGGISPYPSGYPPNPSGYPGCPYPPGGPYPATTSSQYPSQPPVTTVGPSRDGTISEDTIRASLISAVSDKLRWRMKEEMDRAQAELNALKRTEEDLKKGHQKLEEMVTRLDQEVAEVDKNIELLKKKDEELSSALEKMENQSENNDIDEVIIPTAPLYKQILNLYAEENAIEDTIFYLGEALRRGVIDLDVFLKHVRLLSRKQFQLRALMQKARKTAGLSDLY
#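 Steps: Tsg101 binding domain dispensed (10 uM final), compounds pinned in DMSO, FITC-labeled PTAP-motif peptide added (50 nM final); after 20 min binding at room temperature, polarization measured.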
# Mito fusion yeast: qHTS Assay for Small Molecule Inhibitors of Mitochondrial Division or Activators of Mitochondrial Fusion; S. cerevisiae fusion-defective mutant growth rescue, CellTiterGlo 48 h; Potency, µM (top dose mostly 46.1 µM), inactives show top-dose growth rescue (activation), hits mostly activators; hit rate 0.23% among 320,000; AID 485298, 2010;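 note: potency is the fitted concentration of half-maximal effect; % of control where 0% means no effect; nearly all actives have a fitted effect of over 45% in size; temperature-sensitive fusion mutants such as fzo1-1 at 37 °C on non-fermentable ethanol glycerol medium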
#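 Compounds are tested for their ability to restore growth of mitochondrial fusion-defective yeast strains at non-permissive 37C in YPEG medium over 48 hours. Viability is quantified by luciferase luminescence.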
# ASM inhibitor: Inhibitors of Secretory Acid Sphingomyelinase (S-ASM): qHTS. Potency, µM (series often up to 57.5 µM), without a hit: at the highest dose activity change, negative = inhibition, usual class: inhibitors. AID 504937, 2011. Sphingomyelin phosphodiesterase (Homo sapiens), P17405. placental ASM, HMU-PC fluorogenic substrate, 60 min. hit rate 0.006% among 340,000; note: potency is the fitted concentration of half-maximal effect
#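 Fluorescence read-out (Ex 386 nm, Em 447 nm) after stopping the reaction at pH 10. Enzyme: ASM from human placenta; substrate HMU-PC0, 9 uM final; 60 min, 37 °C. Compound preincubation 10 min, ambient temperature.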
# A-T KAP1 phos: qHTS Assay for Identifying a Potential Treatment of Ataxia-Telangiectasia; Potency, µM (series often up to 57.5 µM), for the others: at the top dose activation, hits mostly activators; hit rate 0.19% among 320,000; AID 485349, 2010; […] A-T fibroblasts, KAP-1 phosphorylation AlphaLISA; neocarzinostatin DNA damage 30 min before lysis; note: potency is the fitted concentration of half-maximal effect; % of control where 0% means no effect; nearly all actives have a fitted effect of over 45% in size
#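 ATM-like activity read as KAP-1 phosphorylation via AlphaLISA donor/acceptor antibody pairs after lysis and 6 hr at 25C. Cells were ATM-null patient fibroblasts ([…], hTERT), dosed 60 min, then exposed to the DSB inducer NCS for 30 min.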
# Integrin act MD: qHTS for Activators of Integrin-Mediated Alleviation for Muscular Dystrophy; hit rate 0.064% among 350,000; AID 624291, 2012; Potency, µM (titrated, usually from 38.3 µM), for inactives: top-dose activation, hits mostly activators; alpha7betagal myoblasts, beta-gal FDG fluorescence, 48 h;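 note: potency is the fitted concentration of half-maximal effect; 100% = response of the positive control SU9516; nearly all actives have a fitted effect of over 60% in size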
#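 alpha7betagal+/- myoblasts (passage 13, 250/well) treated 48 h at 37C with compounds at 1:260 dilution of DMSO stock. Lysed, then beta-galactosidase activity read as FDG fluorescence (ex 480/em 540) after 30 min, with pre-read for autofluorescence.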
# An asterisk follows results filed as active; ? = inconclusive; . = no result given; & = joins results of further samples; [ ] = dose if it differs, or a comment. Unless noted, calls come from the whole dose curve; as a rule, active = well fitted curve in the direction sought with a large enough effect; inconclusive = small, poorly fitted or top-dose-only effect, or another doubt; inactive = no such curve, though single readings can be large; an effect the other way counts as inactive or inconclusive. Some of the compounds tested (hit frequency here may not be typical).
SMILES,TCR act,TSHR antag,MLL CXXC-DNA inh,MBNL1-CUG inh,Menin-MLL TR inh,PTAP TSG101 blk,Mito fusion yeast,ASM inhibitor,A-T KAP1 phos,Integrin act MD
CCOC(=O)c1cnn2c(N)c(C#N)nnc12,5%,31,-14%,?,3%,-3%,-5%,5%,7%,-6%
COC(=O)c1ccc(/C=N\N2CCN(c3ccccc3)CC2)cc1,-2%,-37,20%,-1%,2%,0%,1%,0%,1%,0%
CCCn1c(N)c(N(CCOC)C(=O)c2c(CC)noc2C)c(=O)[nH]c1=O,3%,-10,.,.,.,-3%,-15%,32%[activator],-4%,4%
O=C(NCc1ccc(F)cc1)C1CCCN(C(=O)Nc2ccccc2)C1 (configuration not stated),-1%,12,2%,11%,-2%,-5%,1%,3%,-5%,16%
COCCn1c(SCc2ccc(Cl)cc2)nc2c1c(=O)[nH]c(=O)n2C,2%,.,.,.,.,0%,.,-1%,.,-1%
CC(NCCc1ccc(O)cc1)C(O)c1ccc(O)cc1 (configuration not stated),1%,10,14%,-7%,-10%&1%,0%,-4%,-1%,-8%,.
Cn1c(=O)c2c(nc(N3CCOCC3)n2C/C=C/c2ccccc2)n(C)c1=O,1%,-4,1%,-5%,.,1%,1%,1%,3%,33%
CC(C)C[C@H](NC(=O)c1[nH]cnc1C(=O)N[C@@H](C)C(=O)OCc1ccccc1)C(=O)OC(C)(C)C,3%,-18,-1%,17%,-3%,-3%,2%,-7%,-12%,-46%
Cc1oc(C)c(C(N)=O)c1C(N)=O,0%,3,6%,-9%,20%,-2%,1%,16%,-3%,-16%
COc1ccccc1/C=N/NC(=O)c1nnn(-c2nonc2N)c1-c1cccs1,-5%,51,16%,?,17%,-12%,-12%,-7%,4%,40%
CCOC(=O)C1=C(C)Nc2ncnn2C1/C=C/c1ccccc1 (configuration not stated),16%,.,0%,2%,17%,-5%,6%,141%[activator],.,-2%[7.66 µM]
COc1ccccc1NC(=O)CC(=O)c1ccccc1,-2%,3,4%,-5%,34%[activator],-5%,-4%,0%,-5%,-14%
Cc1ccccc1OCC(=O)Nc1ccc(S(=O)(=O)N2CCOCC2)cc1,4%,-2,-9%,-3%,30%[activator],0%,1%,-1%,-16%,?
O=C(CP(=O)(CO)CO)c1ccc(Cl)cc1,-1%,6,0%,-11%,-10%,-2%,-4%,2%,-13%,-10%
Cc1ccc(OCCn2cc(C#N)c3ccccc32)cc1,2%[46.1 µM],-20,4%,-3%,17%,0%,?,-10%,4%,-29%
O=C(C[n+]1cccc(C(=O)N/N=C/c2ccc(Br)cc2)c1)c1ccccc1,11%,47,.,.,.,-2%,3%,-6%,-4%,12%
Nc1cc(=O)[nH]c(SCC(=O)Nc2ccc(S(=O)(=O)N3CCCC3)cc2)n1,-4%,-5,.,.,.,-1%,.,3%,12%,-11%
CCN(CC)S(=O)(=O)c1ccc(N2CC(C(=O)NCCc3c[nH]c4ccccc34)CC2=O)cc1 (configuration not stated),-4%,-5,.,.,.,-4%,0%,0%,0%,-16%
N=C1/C(=C/c2cccn2Cc2ccc(Cl)cc2)C(=O)N=C2SC=CN12,-2%[46.1 µM],1,1%,-2%,?,1%,-8%,-1%,-6%,5%
CC(Oc1ccc(Cl)cc1)C(=O)Nc1ccccc1N1CCOCC1 (configuration not stated),5%,4,.,.,.,0%,.,-2%,20%,-7%
CCCc1cnc(N2CCN(C(=O)c3ccccc3)CC2)nc1,3%,2,-10%,-9%,-29%,0%,-7%,-1%,-3%,?
COc1ccccc1CCNC(=O)Cn1ccc2cc(S(=O)(=O)N3CCC(C)CC3)ccc21,6%,4,-3%,2%,21%,-2%,-18%,1%,2%,1%
O=C(CCC(=O)N1CCOc2ccccc21)NCc1cccnc1,-1%,13,.,9%,0%,0%,-1%,-3%,-1%,0%
COc1ccc(C(=O)CCC(=O)Nc2cc(Cl)c(O)c(Cl)c2)cc1,0%,-9,3%,-3%,30%[activator],4%,-7%,-5%,-5%,0%
O=C(CCCNC(=O)c1ccc(Cl)cc1)Nc1ccc(F)c(S(=O)(=O)N2CCOCC2)c1,0%,7,.,.,.,0%,-5%,3%,3%,-8%

# (listing goes on)
SMILES,TCR act,TSHR antag,MLL CXXC-DNA inh,MBNL1-CUG inh,Menin-MLL TR inh,PTAP TSG101 blk,Mito fusion yeast,ASM inhibitor,A-T KAP1 phos,Integrin act MD
COC(=O)c1ccc(COC(=O)c2cccnc2Cl)cc1,3%,-9,0%,1%,.,-2%,1%,0%,0%,3%
CC(=O)NC(Cc1cccc(F)c1)C(=O)NC1CCN(c2nnnn2-c2ccccc2)CC1 (configuration not stated),-1%,7,-1%,-10%,-5%,0%,-3%,-7%,5%[11.5 µM],?
CS(=O)(=O)CC(=O)Nc1ccc2nc3n(c(=O)c2c1)CCCCC3,9%,12,-8%,-12%,.,-4%,7%,4%,-4%,4%
Cc1ccc2sc(N(CCCN(C)C)C(=O)CN3C(=O)c4ccccc4C3=O)nc2c1C,-4%,3,28%,3%,-11%,-5%,-8%,-6%,-1%,-27%
CC(=O)c1ccc(OCCOc2ccc([N+](=O)[O-])cc2)cc1,-7%,-6,15%,?,17%,-5%,4%,-8%,-4%,10%
CN(C)CCNC(=O)c1ccc(Cl)s1,4%,17,-11%,-11%,4%,-7%,8%,3%,6%,-6%
CCOC(=O)Cc1csc(SCC(=O)N2CCN(c3ccc(OC)cc3)CC2)n1,3%,-8,-7%,4%,9%,-2%,1%,-1%,-4%,-16%
COc1ccc(C2=NN(C(=O)c3ccccc3)C(c3ccc(OC)c(OC)c3)C2)c(O)c1 (configuration not stated),7%,-11,-3%,0%,-2%,-6%,23%,-25%,8%,-1%
CN(C)c1ccc(C2OC(=O)C(C)(C)C(=O)C2(C)C)cc1 (configuration not stated),2%,-10,-20%,-3%,-1%,-1%,-2%,3%,-2%,9%
CCc1ccc(C2CC(c3ccc(C)cc3)n3nc(N)nc3N2)cc1 (configuration not stated),-1%,.,.,.,.,-4%,.,-7%,.,21%
CCOC(=O)C(=CN(CCc1ccccc1)CC(=O)OC)C(=O)OCC,5%,-9,5%,-3%,12%,-4%,0%,5%,-2%,7%
CCCS(=O)(=O)c1c(S(=O)(=O)CCC)c2c(N)cccn2c1C(=O)c1ccc(OC)cc1,-3%,9,?,3%,?,-1%,10%,0%,3%,-31%
CCCCc1nnc(NC(=O)CC(=O)Nc2ccccc2C(=O)O)s1,1%,2,-2%,-3%,9%,-3%,1%,3%,-2%,7%
Cc1ccc(CN2[C@@H](Cc3ccccc3)C(=O)CS2(=O)=O)cc1,11%,9,.,.,.,2%,6%,5%,-2%,-6%
CCCCCC(=O)NC(=S)Nc1cccc(-c2nc3ncccc3o2)c1,-1%,-5,0%,-3%,.,-6%,-5%,2%,-4%,12%
O=C(NS(=O)(=O)N1CCCC1)C1=C(N2CCCC2)COC1=O,-4%,4,.,.,.,.,-5%,2%,8%,5%
O=C(/C=C/c1ccccc1)NCCS(=O)(=O)N1CCN(c2ccccc2F)CC1,0%,1,.,.,.,1%,13%,-2%,-3%,0%
O=C(COC(=O)c1cccc(OC(F)F)c1)Nc1cccc(S(=O)(=O)N2CCCC2)c1,1%,5,.,.,.,-6%,.,-8%,1%,29%
CSCCC(NS(=O)(=O)c1cc(C(=O)O)ccc1Cl)C(=O)O (configuration not stated),3%,-7,-1%,-3%,-12%,-10%,2%,0%,13%,13%
CCOc1ccccc1NC(=O)c1cc(-c2ccncc2)nc2c(Cl)cccc12,-1%,-8,37%,13%,6%,-1%,10%,?,-1%,43%
COc1ccc(N2CCN(CCCNC(=O)CN3C(=O)COc4ccccc43)CC2)cc1,0%,15,8%,-4%,0%,-9%,1%,5%,-6%,4%
CCCn1c(SCC(=O)N(C2CCCCC2)C2CCS(=O)(=O)C2)n[nH]c1=O (configuration not stated),2%,-4,.,.,.,0%,0%,5%,11%,21%
CC(=O)NNC(=O)N1Cc2ccccc2Oc2ccc(Cl)cc21,1%,-20,3%,.,-12%,0%,7%,-1%,.,.
COC(=O)c1cccc(NC(=O)Cc2ccccc2[N+](=O)[O-])c1C,0%[46.1 µM],23,26%,5%,4%,-4%,4%,5%,7%,0%
COc1ccc(N=Cc2nc(-c3ccccc3)oc2OC(C)=O)cc1,0%,-2,-4%,-1%,.,-3%,-1%,-2%,4%,-31%
